Screening data from PubChem.
JMJD2A Tudor inh – inhibitors of human JMJD2A Tudor domain; O75164; AlphaScreen JMJD2A-Tudor / H3K4me3 peptide binding; Potency, µM (highest dose often 114 µM), inactives show at the highest dose activity change, negative = inhibition, most hits filed as inhibitors; 4.4% of 390,000 active; AID 504339; further: potency means the concentration at half of the fitted maximal effect; on the % scale 0 is the no-effect control and ±100 the full control effect; nearly all actives have a fitted effect of over 50% in size
Pin1 inh – inhibitors of human Pin1; Q13526; Pin1 FP peptide displacement, HiFluor488, 10 min; Potency, µM (doses to about 115 µM), for inactives: top-dose activity, negative = inhibition, hits mostly inhibitors; AID 504891; 0.009% of 390,000 active; active means well fitted inhibition curve with a large enough effect in the polarisation, with a control signal flat, not every such curve was filed as active; inconclusive means small, poorly fitted or top-dose-only effect, or effect the other way, or a change in a side signal; inactive means no such curve, though single readings can be large or run the other way; the % refers to the polarisation; further: potency means the concentration at half of the fitted maximal effect; on the % scale 0 is the no-effect control and ±100 the full control effect
Target sequence (Q13526 whole entry, looked up): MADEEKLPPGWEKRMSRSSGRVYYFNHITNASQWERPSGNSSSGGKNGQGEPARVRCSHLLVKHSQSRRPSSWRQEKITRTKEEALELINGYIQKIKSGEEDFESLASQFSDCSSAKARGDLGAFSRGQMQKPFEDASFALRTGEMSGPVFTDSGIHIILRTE
PI4K2A block – blocks human PI4K2A kinase activity; Q9BTU6; purified PI4K2A, ADP-Glo luminescence, 1 h; hits give low values; activity change, negative = inhibition, % at 76.9 µM; 0.13% of 420,000 active; AID 1346378; in the data active means activity change below about -50%; inconclusive means mostly about -30% to -49%;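 further: -100% = wells without enzyme as full effect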
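In this quantitative HTS, ADP production by PI4K2A was quantified luminescently after 1 h at ambient temperature; 100 microM adenosine served as plate-quality control.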
GLS inh – inhibitors of human glutaminase (GLS); Potency, µM (series often up to 45.5 µM), without a hit: top-dose activity change, negative = inhibition, hits mostly inhibitors; 0.21% of 410,000 active; O94925; AID 624170; GLS enzymatic activity, qHTS titration; further: potency means the concentration at half of the fitted maximal effect; on the % scale 0 is the no-effect control and ±100 the full control effect
Target sequence (O94925 whole entry, looked up): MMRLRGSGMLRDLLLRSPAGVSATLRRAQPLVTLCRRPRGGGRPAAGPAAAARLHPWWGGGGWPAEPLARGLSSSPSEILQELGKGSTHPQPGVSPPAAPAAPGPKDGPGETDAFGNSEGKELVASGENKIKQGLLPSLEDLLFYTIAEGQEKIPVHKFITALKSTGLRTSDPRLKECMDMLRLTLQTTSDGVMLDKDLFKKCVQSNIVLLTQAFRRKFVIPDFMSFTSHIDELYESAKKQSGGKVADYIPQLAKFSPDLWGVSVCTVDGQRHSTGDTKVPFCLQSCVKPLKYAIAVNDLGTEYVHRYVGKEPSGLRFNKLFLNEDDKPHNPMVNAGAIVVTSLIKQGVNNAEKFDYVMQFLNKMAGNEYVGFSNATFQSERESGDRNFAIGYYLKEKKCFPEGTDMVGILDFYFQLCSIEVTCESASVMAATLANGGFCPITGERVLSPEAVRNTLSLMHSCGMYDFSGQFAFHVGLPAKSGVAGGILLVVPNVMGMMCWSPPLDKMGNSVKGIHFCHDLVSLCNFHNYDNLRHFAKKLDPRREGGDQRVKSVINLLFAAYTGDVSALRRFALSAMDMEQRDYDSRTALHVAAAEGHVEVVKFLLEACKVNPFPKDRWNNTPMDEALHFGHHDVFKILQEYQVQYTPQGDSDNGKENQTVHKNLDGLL
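Read-out is an Amplex red fluorescence increase coupled through glutamate oxidase and HRP, measured before and after 30 min room-temperature incubation. hKGA is in 45 mM KH2PO4 (pH 8.2) with 0.02% Tween-20; glutamine added as 1mM solution.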
POLH inh – inhibitors of human DNA polymerase eta; recombinant Pol eta, fluorescent DNA replication assay; Potency, µM (series often up to 114 µM), inactives show at the highest dose activity change, negative = inhibition, most hits filed as inhibitors; 1.2% of 390,000 active; AID 588591; further: potency means the concentration at half of the fitted maximal effect; on the % scale 0 is the no-effect control and ±100 the full control effect
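Pol eta (10 nM) was preincubated with compounds for 15 min at room temperature, after which fluorescent replication substrate (50 nM final) was added to start the reaction. Fluorescence was read kinetically at 0 and 10 min.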
PGK inhibitor – inhibitors of T. brucei phosphoglycerate kinase | PGK/GAPDH coupled, Kinase-Glo luminescence, 60 min | 0.043% of 380,000 active | AID 602233 | Potency, µM (titrated, usually from 57.5 µM), inactives show top-dose activity change, negative = inhibition, actives largely listed as inhibitors; further: potency means the concentration at half of the fitted maximal effect; on the % scale 0 is the no-effect control and ±100 the full control effect; nearly all actives have a fitted effect of over 60% in size
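Recombinant glycosomal PGK reaction used 1,3-bisphosphoglycerate generated in-well by GAPDH (100nM final) in 100mM TEA pH 7.6, 5mM MgCl2, 0.01% Tween-20. After 60 minutes at room temperature, ATP was read by Kinase-Glo Plus luminescence end-point.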
BAZ2B block – BAZ2B (human) inhibition; Q9UIF8; AlphaScreen BAZ2B-H3K14Ac peptide displacement; Potency, µM (highest dose often 114 µM), for inactives: top-dose activity change, negative = inhibition, most hits filed as inhibitors; 4.4% of 360,000 active; AID 504333; further: potency means the concentration at half of the fitted maximal effect; on the % scale 0 is the no-effect control and ±100 the full control effect; nearly all actives have a fitted effect of over 60% in size
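Protein-peptide AlphaScreen: BAZ2B 50 nM, b-H3K14Ac 50 nM, 1x PBS pH 7.4 + 0.01% Tween-20. Preincubation 30 min RT; cpd 30 min RT (top 110 uM); beads 20 min RT, light-protected.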
HP1b binding inh – blocks HP1-beta chromodomain binding to methylated histone tails. P83916. AlphaScreen HP1-beta / biotin-H3K9me3 peptide binding. Potency, µM (highest dose often 114 µM), without a hit: top-dose activity change, negative = inhibition, usual class: inhibitors. 0.56% of 390,000 active; further: potency means the concentration at half of the fitted maximal effect; nearly all actives have a fitted effect of over 70% in size; inactives centre near 23
Target sequence (P83916 whole entry, looked up): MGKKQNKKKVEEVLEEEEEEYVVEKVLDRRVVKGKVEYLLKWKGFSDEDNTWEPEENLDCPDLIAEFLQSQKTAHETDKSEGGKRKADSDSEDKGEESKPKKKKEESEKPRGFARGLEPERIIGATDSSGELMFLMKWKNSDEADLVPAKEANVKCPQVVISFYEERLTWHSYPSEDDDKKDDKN
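Compound inhibition of the preformed complex between 50 nM HP1-beta and 50 nM biotinylated H3K9me3 peptide was read by AlphaScreen. Buffer was PBS pH 7.4 with 0.01% Tween-20. Incubations ran 30 min at room temperature, with 10 ug/mL donor/acceptor beads.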
G9a block – inhibitors of human histone lysine methyltransferase G9a; Q96KQ7; G9a H3K9 monomethylation, AlphaScreen, 2 h; Potency, µM (highest dose often 102 µM), for inactives: at the top dose activity, negative = inhibition, most hits filed as inhibitors; 8.8% of 350,000 active; AID 504332; further: potency means the concentration at half of the fitted maximal effect; on the % scale 0 is the no-effect control and ±100 the full control effect; nearly all actives have a fitted effect of over 75% in size
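Readings reflect AlphaScreen signal from monomethyl-H3K9 antibody detection. HMT at 20 nM; substrate b-H3K9 500 nM; cofactor SAM 20 uM; 2 h RT reaction; compounds tested as titrations in qHTS with 15 min preincubation.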
The depositor's hits bear a star; i = inactive; ? = inconclusive; nt = not tested or not shown; [ ] = another dose, or the depositor's remark. Unless noted, the call rests on the fitted dose curve; in most records, active means well fitted curve in the direction sought with a large enough effect; inconclusive means small, poorly fitted or top-dose-only effect, or another doubt; inactive means no such curve, though single readings can be large; an effect the other way counts as inactive or inconclusive. An excerpt; count on the stated rates, not on these rows.

SMILES	JMJD2A Tudor inh	Pin1 inh	PI4K2A block	GLS inh	POLH inh	PGK inhibitor	BAZ2B block	HP1b binding inh	G9a block
Cc1cc(S(=O)(=O)NCC(c2ccc(F)cc2)N2CCN(C)CC2)ccc1F (centres undefined)	-17%	0%	-3	1%	-2%	-3%	10%	-10%	?
COc1ccc(-c2ocnc2C(=O)N2CCN(Cc3cccnc3)CC2)cc1	-12%	-1%	-3	1%	-13%	-7%	-4%	39%[activator]	-7%
Cc1cc(C)n(C(=O)c2cc([N+](=O)[O-])cc([N+](=O)[O-])c2)n1	-36%	-8%	-5	0%	-14%	-3%	?	-25%	71µM*
COc1ccccc1NC(=O)CN1CCN(C2c3ccccc3-c3ccccc32)CC1	-30%	14%	8	4%	-11%	-1%	-37%	-7%	nt
Cc1cc(C(=O)N/N=C/c2ccc(O)c(O)c2O)c(C)n1-c1ccccc1	56µM*	-1%	-11	16µM*	-26%	-8%	56µM*	?	10µM*
Cc1ccc(C(=O)Nc2ccc3c(c2)N(C)C(=O)c2ccccc2S3)cc1F	-27%	4%	0	0%	-6%	3%	-7%	22%	3%[59 µM]
CN1C(=O)C2(OCC(CO)([N+](=O)[O-])CO2)c2ccccc21 (centres undefined)	-10%	1%	-5	1%	-12%	-9%	0%	27%	3%
COc1ccc(CNC(=O)CN2C(=O)NC(C)(c3cccc(Br)c3)C2=O)cc1 (centres undefined)	-19%	4%	0	0%	-11%	-9%	-10%	10%	15%
CCOC(=O)Cn1cc(/C=N/NC(=O)CC#N)c2ccccc21	-20%	-11%	4	7%	-2%	-11%	-2%	14%	9%
O=C(NCc1cccc(Br)c1)C1CC(c2cc(C(F)(F)F)cc(C(F)(F)F)c2)=NO1 (centres undefined)	-1%	-11%	-2	0%	-19%	-1%	nt	69%[activator]	nt
O=C(/C=C/c1cccc(F)c1)Nc1ccc(S(=O)(=O)Nc2ncccn2)cc1	-17%	5%	-6	25%	-1%	i	-6%	-1%	-35%
CCOC(=O)c1oc2ccccc2c1NC(=O)Cc1cccs1	-7%	5%	8	-9%	0%	-3%	13%	17%	2%
Cc1c(C(=O)N(CCc2ccccc2)Cc2ccccc2)cccc1[N+](=O)[O-]	-30%	1%	-2	13%	-9%	-7%	-19%	13%	20%
Cc1ccc(C(=O)Nc2cccc(C(O)c3ccccc3)c2)cc1 (centres undefined)	-8%	3%	-4	-8%	-19%	-2%	nt	18%	nt
CCOc1ccc(-c2nn3c(-c4ccc(F)cc4)nnc3s2)cc1	-13%	4%	3	13%	0%	i	nt	-4%	nt
COc1ccc(N(C(=O)CNC(=O)c2ccco2)C(C(=O)NC2CCCCC2)c2cccnc2)cc1 (centres undefined)	-7%	7%	0	-23%	-20%	7%	-6%	32%	-6%
CC1/C(=N/O)C(CN(C)C)C2CC1C2(C)C (centres undefined)	-10%	1%	-3	-3%	-18%	i	1%	35%[activator]	-46%[12.7 µM]
CCOC(=O)Cc1csc(NC(=O)Nc2cccc(Cl)c2)n1	-8%	-3%	-8	0%	-10%	-3%	3%	25%	-8%[59 µM]
COC(=O)c1ccc(CN2CCc3ccccc32)cc1	40µM*	-9%	5	-20%	0%	0%	?	-19%	nt
O=S(=O)(c1ccc(NC2CCCc3ccccc32)nc1)N1CCOCC1 (centres undefined)	?	-3%	-3	1%	-9%	-2%	-2%	15%	20%[59 µM]
CC(=O)Oc1ccc(NC(=O)CCC2CCCCC2)c(C(=O)O)c1	-2%	2%	0	1%	3%	8%	11%	45%[activator]	-3%[59 µM]
COc1ccc(NC(=O)c2sc(SC)nc2N)cc1	-23%	2%	-2	4%	-11%	-7%	-30%	17%	-5%[59 µM]
C=CCn1c(-c2csc(-c3ccc(OC)c(OC)c3)n2)n[nH]c1=S	7.9µM*	7%	1	-22%	-10%	-3%	-8%	24%	2.2µM*
CO/N=C(/C)CCS(=O)(=O)c1ccccc1	-5%	-4%	0	-2%	-5%	i	-6%	27%	-2%
CCN1C(=O)CSc2ccc(C(=O)NCc3ccco3)cc21	-7%	0%	1	2%	1%	-4%	-5%	6%	?
O=C(COC(=O)/C=C/c1cccc(Cl)c1)NCc1cccs1	-2%	-1%	-2	12%	-10%	-7%	nt	38%[activator]	nt
N#Cc1cccc(Nc2c3c(nc4ccccc24)CCCC3)c1	-23%	0%	-4	14%	-23%	-7%	-22%	40%[activator]	23%[59 µM]
Cc1cccc(COc2ccc(/C(O)=C3\C(=O)C(=O)N(CCN(C)C)C3c3ccncc3)cc2)c1 (centres undefined)	-30%	3%	-14	-3%	6%	2%	-34%	9%	-19%[59 µM]
O=C(O)CCn1nnc2ccccc21	-18%	-7%	11	-2%	-15%	-3%	2%	20%	nt
CC(=O)Oc1ccc2oc(/C=C/N(C)C)c([N+](=O)[O-])c2c1	?	61%[activator]	3	nt	0%	i	?	-4%	?
CCOc1ccccc1NC(=S)N1CCC(c2nc3ccccc3o2)CC1	-27%	-5%	-2	12%	-10%	-14%	-9%	15%	-5%[59 µM]
O=C(NCc1ccccc1F)C1CC(=O)N(Cc2ccco2)C1 (centres undefined)	nt	nt	-6	1%	-5%	-9%	nt	nt	nt
COc1ccccc1OCC(=O)Nc1cc(-c2ccc(C)cc2)no1	-27%	0%	1	-2%	1%	i	0%	17%	2%[59 µM]
CC(=O)C1=NN(c2ccccc2)C(c2cccs2)N1c1ccc(N(C)C)cc1 (centres undefined)	14µM*	8%	2	17%	-7%	-3%	45µM*	?	28µM*
CCOC(=O)Cc1c(C)c2c(C)[nH]nc2oc1=O	5%	-8%	1	-2%	-8%	-11%	-34%	26%	-24%[12.7 µM]
CCc1ccccc1NNC(=O)CCc1ccccc1	-7%	-4%	3	?	-2%	-13%	-3%	19%	28µM*
CN1CCc2c(sc3c2C(=O)NC(/C=C\c2ccccc2)N3)C1 (centres undefined)	?	?	-6	-13%	-18%	i	-29%	?	?
Cn1c(=O)c2c(nc(SCC(=O)NCC3CCCO3)n2Cc2ccc(F)cc2)n(C)c1=O (centres undefined)	-30%	-4%	1	6%	-19%	-3%	-18%	-7%	-3%
COc1ccc(C(C(=O)NC2CCCC2)N(CCN(C)C)C(=O)c2snc(C(N)=O)c2N)cc1 (centres undefined)	-9%	-3%	-3	14%	-3%	1%	2%	25%	2%[59 µM]
O=C(CSCc1ccc(Cl)cc1)N1CCOCC1	3%	6%	0	1%	-15%	-3%	3%	37%	9%
CC1(C)Cc2c(cnn2-c2cccc(F)c2)C(NC(=O)c2ccc[n+]([O-])c2)C1 (centres undefined)	-2%	-11%	1	19%	-7%	12%	0%	17%	nt
Cc1ccc2nc(-c3cccnc3)cc(C(=O)N3CCN(c4ccc([N+](=O)[O-])cc4)CC3)c2c1	-16%	18%	1	-14%	-21%	-9%	-30%	-2%	26%[12.7 µM]
CCOCCCNC(=O)Cc1cc(=O)[nH]c(=O)[nH]1	3%	2%	1	-9%	-11%	-2%	14%	43%[activator]	-7%
O=C(Nc1nnc(-c2ccccc2)o1)c1cc(-c2cccs2)nc2ccccc12	-25%	?	-6	2%	-17%	-1%	?	31%	40µM*
O=C(Nc1c(C(=O)NCc2ccco2)cnn1-c1ccccc1)c1ccc(F)cc1	-22%	1%	2	1%	-2%	-2%	-27%	-9%	?
COC(=O)c1cccnc1-n1c(=O)c2cccnc2n(CC(=O)Nc2c(C)cc(C)cc2C)c1=O	-21%	-2%	-3	-4%	0%	i	-1%	11%	14%[59 µM]
CCOC(=O)c1ccc(N2C(=O)c3n[nH]c(C)c3C2c2ccc(OC)c(OC)c2)cc1 (centres undefined)	-19%	2%	0	-2%	-16%	-1%	-31%	18%	?
Cn1ccnc1SCc1nc2c(cnn2-c2ccccc2)c(=O)[nH]1	-17%	3%	-1	-5%	-22%	0%	-11%	40%[activator]	19%[59 µM]
CC(=O)N/C(=C\c1ccccc1)C(=O)Nc1ccccc1C	-14%	-1%	1	-8%	-7%	nt	-26%	22%	?
COCCn1c(C)nnc1SCC(=O)NNC(=O)c1ccc(Cl)cc1	4%	4%	-5	20%	-4%	2%	0%	20%	50µM*
N#Cc1cc([N+](=O)[O-])ccc1NCC1CCCO1 (centres undefined)	-14%	3%	5	3%	1%	2%	-15%	15%	19%
Cc1noc(C)c1COc1cccc(C(=O)Nc2ccc(C#N)cc2)c1	-1%	-4%	0	4%	-9%	7%	11%	30%[activator]	-2%[12.7 µM]
COc1ccc(NC(=O)CSCc2cc(=O)c3cc(Cl)ccc3[nH]2)cc1	-10%	-8%	-2	14%	-10%	5%	7%	20%[57 µM]	13%[59 µM]
COc1ccc(N(CC(=O)N2CCc3ccccc32)S(=O)(=O)c2c(C)noc2C)cc1	-21%	2%	-4	-7%	-7%	0%	-8%	13%	9%[12.7 µM]
CCOc1ccc2nc(NC(=O)C3CCN(c4cnccn4)CC3)sc2c1	?	?	-4	3%	-7%	-1%	-11%	12%	17%
COc1cc(/C=N/NC(=O)c2cncc(Br)c2)cc([N+](=O)[O-])c1O	-22%[11.4 µM]	60%[activator]	-4	12%	30%[activator]	-9%	8.9µM*	35%	?

Some values from the list:
`COc1ccc(N(CC(=O)N2CCc3ccccc32)S(=O)(=O)c2c(C)noc2C)cc1` in PI4K2A block is listed with -4
`CCOc1ccc2nc(NC(=O)C3CCN(c4cnccn4)CC3)sc2c1` in HP1b binding inh is listed with 12%
